# DAX1 inh-1: NR0B1 (DAX1) inhibition; P51843; inhibition, % at 6.75 µM; HEK293 Gal4-DAX1 luciferase reporter, luminescence; 0.99% of 340,000 active; AID 504766;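 active = inhibition above the mean over all tested compounds plus 3 SD, cut at about 4.2% in these data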;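 note: 0% = DAX1-transfected cells with DMSO and 100% = empty-vector control cells with DMSO; inhibition shows as a rise in luminescence from relieved DAX1 repression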
# Target sequence (P51843 207-470 limits assumed): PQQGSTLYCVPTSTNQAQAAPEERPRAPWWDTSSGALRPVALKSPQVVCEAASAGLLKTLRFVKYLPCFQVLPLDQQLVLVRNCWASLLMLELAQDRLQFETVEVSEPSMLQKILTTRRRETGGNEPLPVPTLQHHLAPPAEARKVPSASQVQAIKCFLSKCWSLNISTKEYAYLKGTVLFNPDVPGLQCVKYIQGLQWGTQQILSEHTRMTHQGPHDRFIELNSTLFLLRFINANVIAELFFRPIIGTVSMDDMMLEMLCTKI
# DAX1 inh-2: blocks DAX1 repression of SF-1 activated StAR promoter; HEK293T StAR-luciferase reporter, SF-1/DAX-1 repression relief; inhibition, % at 6.8 µM; 1.1% of 370,000 active; AID 652010;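 active = inhibition above the mean over all tested compounds plus 3 SD, cut at about 3.6% in these data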;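 note: 0% = DAX-1 cells with DMSO and 100% = cells lacking DAX-1 with DMSO; higher inhibition means more luminescence from relief of DAX-1 repression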
# NPR1 activator: GC-A (human) enzyme activation | HEK293 GC-A cells, cGMP TR-FRET, EC30 ANP; 0% at EC30 ANP, 100% saturating ANP | 0.14% of 370,000 active | AID 1671463 | activation, % at 10 µM; in the data active = activation above about 40%
# sPLA2-III inh: Inhibits HGIII-sPLA2 liposome hydrolysis, primary screen. Q9NZ20. QFRET BODIPY PC-A2 liposome hydrolysis, fluorescence. inhibition, % at 12.2 µM. 0.56% of 370,000 active. AID 743126;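 active = inhibition above mean plus 3 SD of compounds lying within the high and low control bounds, cut at about 19% in these data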;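 note: 0% = median of test compound wells and 100% = no enzyme DMSO wells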
# Target sequence (Q9NZ20 whole entry, looked up): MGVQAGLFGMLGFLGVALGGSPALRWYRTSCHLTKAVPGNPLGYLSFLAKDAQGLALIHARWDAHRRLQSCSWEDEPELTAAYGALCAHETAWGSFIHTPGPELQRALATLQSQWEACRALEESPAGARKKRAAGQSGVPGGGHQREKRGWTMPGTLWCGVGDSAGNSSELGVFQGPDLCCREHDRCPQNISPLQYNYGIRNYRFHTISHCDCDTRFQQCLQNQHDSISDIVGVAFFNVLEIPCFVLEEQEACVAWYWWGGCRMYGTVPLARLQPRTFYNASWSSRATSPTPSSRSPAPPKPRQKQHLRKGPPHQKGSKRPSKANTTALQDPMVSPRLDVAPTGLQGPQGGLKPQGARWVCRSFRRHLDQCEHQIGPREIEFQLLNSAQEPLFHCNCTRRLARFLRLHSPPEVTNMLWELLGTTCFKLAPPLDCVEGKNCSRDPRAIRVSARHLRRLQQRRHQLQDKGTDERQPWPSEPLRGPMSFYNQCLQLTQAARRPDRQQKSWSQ
# GC-B act: GC-B (human) receptor activation. 0.11% of 370,000 active. HEK293-GC-B cells, CNP EC30, cGMP TR-FRET; 0% at EC30 CNP, 100% saturating CNP. P20594. AID 1920062. activation, % at 10 µM;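 active = activation at 10 µM reaching about 35% in either raw or pattern-adjusted values, limit read from the data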
# ssDAF12 agonist: S. stercoralis DAF-12 activation, primary screen; AID 652126; HEK293 ssDAF-12/GRIP1 lit1-tk-luc reporter, luminescence; % of 3 µM dafachronic acid response; activation, % at 6.8 µM; 1% of 370,000 active;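 active = activation above the mean over all tested compounds plus 3 SD, cut at about 0.9% in these data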;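 note: 0% = DMSO-only wells and 100% = 3 µM delta7-dafachronic acid wells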
# hcDAF-12 act: activates DAF-12 receptor from parasite H. contortus. activation, % at 6.8 µM. 1.4% of 370,000 active. AID 652067. HEK293 hcDAF-12 lit1-tk-luc reporter, luminescence; 0% DMSO, 100% Δ7-dafachronic acid;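 active = activation above the mean of all tested compounds plus 3 SD, cut at about 5.5% in these data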;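 note: 100% = response to 3 µM Δ7-dafachronic acid high control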
# SMARCA2 activ: SMARCA2 function activation, primary screen; AID 652017; activation, % at 9.1 µM; 1% of 370,000 active; MG213 cells, MMTV-luciferase reporter, dexamethasone, overnight; in the data active = activation above about 7.8%;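 note: 0% = vehicle wells and 100% = reference activator wells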
# hgDAF12 agonist: activates the H. glycines DAF-12 receptor ligand-binding domain | HEK293 GAL4-hgDAF12 UAS-luciferase reporter, agonist luminescence; normalized to butyrate control | activation, % at 6.8 µM | 1.8% of 370,000 active | AID 687014;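 active = activation above a cutoff set at the mean of all screened compounds plus 3 SD, cut at about 10% in these data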;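 note: 0% = DMSO wells and 100% = sodium butyrate wells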
# KLK7 zymogen act: proKLK7 (human) activation, primary screen; purified proKLK7, EDANS-DABCYL substrate fluorescence; 100% is mature enzyme control, 0% vehicle; activation, % at 7 µM; 0.9% of 370,000 active; P49862;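 active = activation above the mean of all tested compounds plus 3 SD, computed per campaign excluding outliers beyond control limits, cut at about 13% in these data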
# Target sequence (P49862 whole entry, looked up): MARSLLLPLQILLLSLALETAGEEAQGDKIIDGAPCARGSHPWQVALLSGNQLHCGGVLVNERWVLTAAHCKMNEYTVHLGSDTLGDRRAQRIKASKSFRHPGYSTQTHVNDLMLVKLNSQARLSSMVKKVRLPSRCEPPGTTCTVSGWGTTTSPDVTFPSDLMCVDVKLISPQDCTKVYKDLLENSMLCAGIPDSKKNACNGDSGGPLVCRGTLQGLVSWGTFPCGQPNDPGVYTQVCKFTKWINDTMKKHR
# GAA850 FXN act: activators of GAA850 frataxin (FXN) promoter. HEK293 lucGAA850 FXN promoter luciferase reporter, 24 h; percent of 10 µM SAHA response. activation, % at 6 µM. 0.56% of 360,000 active. AID 540364;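 active = activation above the average of all compounds screened plus 3 SD, cutoff fixed separately per campaign, cut at about 7.5% in these data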;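 note: 0% = DMSO wells and 100% = 10 µM SAHA wells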
# * = called active by the depositor; · = not tested or not shown.
SMILES,DAX1 inh-1,DAX1 inh-2,NPR1 activator,sPLA2-III inh,GC-B act,ssDAF12 agonist,hcDAF-12 act,SMARCA2 activ,hgDAF12 agonist,KLK7 zymogen act,GAA850 FXN act
CNC(=O)c1c(Cl)cnn1-c1ccc(C)cc1,0.5,1.5,3,-2,-1,0.2,3.0,2,12*,-0.2,4.9
Cc1cc(=O)n(CC(=O)O)c2ccccc12,0.8,-0.1,1,3,-2,-0.8,3.7,4,1.0,0.0,0.8
COc1ccc(C(c2sc3nc(C)nn3c2O)N2CCCCC2)cc1 (stereo not given),-0.4,3.0,0,1,3,-1.3,-2.8,5,-1.3,0.3,-1.4
CCc1ccc(CCC(=O)Nc2nnc(CC)s2)o1,3.9,-0.7,-1,-12,4,-1.7,-2.0,5,-3.0,-0.2,2.6
CCOc1ccc(CN2CCNC(=O)C2CC(=O)N(C)CC2CCOCC2)cc1 (stereo not given),0.4,-0.4,4,-2,0,-0.9,-0.4,2,-0.8,0.7,1.7
CCn1nccc1C(=O)Nc1cccc(C)c1C,-1.8,0.5,-5,-1,-2,-0.8,-0.1,2,-3.3,-0.8,2.9
COCC(C)n1c(C)cc(C(=O)COC(=O)/C=C/c2cccc(F)c2)c1C (stereo not given),1.6,0.6,-3,-9,2,-1.3,-0.1,-5,-1.9,0.8,-1.2
COc1cccc(-c2nc(CS(=O)(=O)CC(=O)NCCc3ccc(OC)c(OC)c3)c(C)o2)c1,0.6,-0.8,3,1,0,-0.9,-1.4,-4,0.2,-0.3,-0.8
CC(C)N(C)C1CCN(C(=O)Nc2ccc(Cl)c(Cl)c2)CC1,-0.5,-0.3,-4,9,-2,-1.0,0.9,-2,0.1,-0.3,0.4
CCC(C)NS(=O)(=O)c1ccc(NS(=O)(=O)c2ccc(F)cc2)cc1 (stereo not given),-0.2,-0.5,1,-28,3,-1.7,-1.6,-2,-2.2,-0.1,1.8
Cc1ccccc1C(=O)/C=C1/c2ccccc2CC(C)(C)N1C,0.3,-1.0,-2,0,2,-1.3,1.0,-1,1.3,-0.8,0.0
CSCCC(=O)NC1CC(C)(C)Cc2c1cnn2-c1ccccc1C (stereo not given),1.8,0.2,-3,7,-1,-0.6,-2.6,-3,-1.9,0.1,1.1
COc1cccc(CNC(=O)CS(=O)(=O)Cc2nc(-c3ccc(C)cc3)oc2C)c1OC,1.0,-1.0,3,-26,1,-1.0,2.1,1,-1.2,0.0,0.7
O=C(CCc1ccccc1)NNC(=O)Nc1cccc(Cl)c1,0.1,1.3,5,-14,-1,0.0,-0.5,-2,0.0,0.1,-0.8
COc1ccc(Cl)cc1NC(=O)COC(=O)Cc1cccs1,-0.8,1.9,2,-18,-2,-0.7,1.1,-3,-0.6,-0.1,2.9
O=C(NNC1=C(C(=O)C(F)(F)F)CCC1)c1ccc(Br)cc1,0.8,1.7,0,-7,6,-1.5,-1.0,-1,2.7,0.5,-0.2
COc1ccccc1C(=O)Nc1ccc(Cc2ccncc2)cc1,-1.6,-1.7,2,-4,-5,-2.3,-3.0,-3,-4.7,-0.2,-0.5
CCCCC[C@H](C)N1C[C@@H](COCc2ccccc2)Oc2cc(N3CCC[C@H]3C(N)=O)ccc2S1(=O)=O,·,3.1,-6,3,5,-1.1,-0.4,-1,0.1,0.1,·
N#CC1=C(N)C(C#N)(C#N)C(c2ccncc2)C2CN(C(=O)OCc3ccccc3)CC=C12 (stereo not given),0.1,-0.6,6,-17,12,-1.5,-1.1,1,0.4,17*,0.0
CC(=O)c1sc(N/N=C\c2ccccc2O)nc1C,2.0,1.1,4,3,-4,0.1,5.1,5,25*,1.1,4.0
COc1cc(/C=C2\S/C(=N/S(=O)(=O)c3ccc(C)cc3)NC2=O)c([N+](=O)[O-])cc1OC,-1.8,0.1,-1,-51,3,-1.0,1.3,-1,2.0,1.2,0.4
COc1cc(OC)cc(C(=O)NC(=S)NCCc2ccccc2)c1,1.4,0.0,7,-25,5,-1.6,-1.5,-2,-0.1,0.9,2.0
CCCCNC(=O)c1ccc(NC(=O)CC2SC(N3CCCC3)=NC2=O)cc1 (stereo not given),1.5,-1.3,3,-3,2,0.0,0.3,-3,-1.2,-0.2,1.3
COC(=O)c1sc(S(=O)(=O)Nc2ccc3cn[nH]c3c2)c(C(=O)OC)c1C,0.2,0.2,0,-19,2,0.7,5.1,-3,0.2,-0.3,0.8
O=C(Cc1ccccc1)Nc1ccccc1N1CCCC1,-1.2,-0.6,-6,0,-3,-1.0,-2.7,-2,2.6,0.4,-0.7

# Taken from above.
# NPR1 activator result of `CCC(C)NS(=O)(=O)c1ccc(NS(=O)(=O)c2ccc(F)cc2)cc1` (stereo not given) = 1
# sPLA2-III inh result of `CCCCNC(=O)c1ccc(NC(=O)CC2SC(N3CCCC3)=NC2=O)cc1` (stereo not given) = -3

# Carrying on:
SMILES,DAX1 inh-1,DAX1 inh-2,NPR1 activator,sPLA2-III inh,GC-B act,ssDAF12 agonist,hcDAF-12 act,SMARCA2 activ,hgDAF12 agonist,KLK7 zymogen act,GAA850 FXN act
CC(NC(=O)CN1C(=O)NC2(CCc3ccccc32)C1=O)c1ccc2c(c1)OCCO2 (stereo not given),1.2,2.1,5,-10,-4,-0.9,-0.7,-3,-2.4,0.4,-1.4
C=CCc1cc(S(=O)(=O)c2ccc(O)c(CC=C)c2)ccc1O,2.3,-0.4,0,-29,0,-1.1,-1.2,-3,1.8,0.0,0.9
Cc1ccc(N/N=C2\CS(=O)(=O)N(C)c3ccsc32)cc1,11*,0.9,-1,7,-2,1.2*,10*,1,8.1,-0.4,4.9
COc1ccc(C)cc1NC(=O)CN1CCN(S(=O)(=O)c2ccc(F)cc2)CC1,0.9,0.6,-5,4,-3,-0.3,-1.4,1,-0.7,0.1,0.3
COc1cccc(/C=N/NC(=O)CNC(=O)c2cccnc2)c1O,-0.3,0.2,-2,9,0,-0.8,-1.4,-4,-0.2,-14,0.7
O=C(CCCN1C(=O)CCC1=O)Nc1cccc(C(F)(F)F)c1,0.2,0.1,3,4,4,0.4,1.7,2,2.9,0.1,-0.4
CCCN1CCC(NC(=O)Cc2ccccc2C)CC1,0.4,0.2,-1,6,2,-0.9,-2.3,-2,0.1,-0.4,1.5
COc1cc2c(c(OC)c1OC)-c1ccc(SC)c(=O)cc1C(NC=O)CC2 (stereo not given),-0.7,-0.1,-4,-3,-1,0.1,-0.2,1,0.8,-0.9,-6.1
Cc1cccc(-c2nc3ccc(C(=O)NCCN4CCN(C)CC4)cc3nc2-c2cccc(C)c2)c1,0.7,-0.3,-6,-15,4,-0.9,-1.7,-2,-1.0,-20,-2.2
COc1ccccc1NC(=O)N1CCCC1C(=O)Nc1nnc(C(C)C)s1 (stereo not given),0.7,0.1,1,1,-8,-1.1,0.1,-3,1.3,-0.6,0.0
OCC1C2c3ccccc3C(c3ccccc32)C1CO (stereo not given),0.4,0.0,-5,-4,2,-0.6,0.0,-2,-1.0,0.5,-0.1
COc1ccc2ccc(OC)c(/C=N/n3cnnc3)c2c1,-1.8,-0.3,-1,-5,-2,-0.7,-2.1,3,-1.4,5.1,0.0
COc1ccccc1-c1coc2c(CN3CCCC(C)C3)c(O)ccc2c1=O (stereo not given),-0.1,0.0,5,1,3,-0.9,1.1,0,-0.8,40*,0.8
CN(CCc1ccccc1)C(=O)c1ccc(NC(=O)Cc2cccc(NC(=O)C3CCN(C(=O)C4CCCCC4)CC3)c2)cc1,-0.4,-0.8,3,-15,1,-0.7,-1.9,0,0.3,0.8,0.5
O=C(NCCO)c1ccc(-c2nnc(N3CCOCC3)c3ccccc23)cc1,-0.8,-0.2,-1,-1,-1,-0.7,1.5,-3,3.0,0.2,0.2
COc1cccc(C(=O)NCCNC(=O)c2ccco2)c1,0.1,0.3,0,2,3,-0.8,1.5,0,1.2,0.0,3.2
Nc1ccn([C@@H]2O[C@H](CNCc3ccc(C#CCCO)cc3)[C@@H](O)[C@H]2O)c(=O)n1,0.3,-0.4,1,4,-5,-0.9,-0.1,-2,1.7,-0.1,2.9
COc1cccc(C2(C)NC(=O)N(CC(=O)c3cc(C)n(C4CC4)c3C)C2=O)c1 (stereo not given),-0.1,0.0,2,3,8,-0.6,-0.4,0,-1.3,0.1,1.1
COCCn1c(SCC(=O)Nc2sccc2C(N)=O)nc2cc(Cl)ccc2c1=O,-2.2,-1.9,-6,-13,-8,-1.8,-2.1,-1,-3.5,-0.7,-3.2
CCOc1ccc(OCc2ccc(C(=O)N(C)c3ccccc3)o2)cc1,0.8,-0.3,0,-9,1,0.2,0.0,-2,0.0,0.1,3.0
CN(C)C(=O)c1cn(-c2ccccc2)nc1-c1cc2ccccc2o1,-0.6,0.2,-1,-3,-1,-1.2,-1.1,1,4.7,0.4,0.7
Cc1nn(CC(=O)Nc2cccc(O)c2)c(=O)c2ccccc12,1.5,0.9,8,0,3,-1.2,-1.0,0,1.1,-0.5,0.0
CCN(CC)Cc1c(O)ccc2c(=O)c(Oc3ccccc3OC)coc12,-0.5,0.7,2,-6,-5,-1.4,0.7,-3,-1.2,15*,0.1
Cc1ccc(OCC(=O)Nc2ccccc2N2CCCC2)c(C)c1,-0.4,-0.1,2,11,2,-1.3,-0.4,-2,1.0,0.1,2.9
C#CCn1ccc(O)c(Cc2c(F)cccc2Cl)c1=O,0.6,0.7,3,6,1,-1.7,-1.8,-3,1.8,0.7,0.1
CC(C)(C)NC(=O)NC(=O)Cn1cc(C(F)(F)F)ccc1=O,1.3,-0.4,0,1,-4,-0.5,-0.2,-2,1.3,-0.1,-1.0
CCN(CC)C(=O)[C@H]1CC(CC(=O)NCCCn2ccnc2)C(=O)N2CCc3c([nH]c4ccccc34)[C@]12C (stereo not given in full),-0.9,0.2,1,7,1,-0.2,-1.0,0,1.2,-0.4,-0.1

# Two records picked at random from the list so far:
SMILES,DAX1 inh-1,DAX1 inh-2,NPR1 activator,sPLA2-III inh,GC-B act,ssDAF12 agonist,hcDAF-12 act,SMARCA2 activ,hgDAF12 agonist,KLK7 zymogen act,GAA850 FXN act
C=CCc1cc(S(=O)(=O)c2ccc(O)c(CC=C)c2)ccc1O,2.3,-0.4,0,-29,0,-1.1,-1.2,-3,1.8,0.0,0.9
CC(NC(=O)CN1C(=O)NC2(CCc3ccccc32)C1=O)c1ccc2c(c1)OCCO2 (stereo not given),1.2,2.1,5,-10,-4,-0.9,-0.7,-3,-2.4,0.4,-1.4

# Source: PubChem (several laboratories)
